# Jurkat viability: cytotoxicity toward Jurkat cells; Jurkat E6.1 viability, ATP luminescence, 48 h; hit rate 1.2% among 56,000; inhibition, % at 4 µM;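 active means inhibition above the mean inhibition of all tested compounds plus 3 SD, cut at about 28% in these data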
# S1P1 ag-PAM: agonists and agonism potentiators of human S1P1 receptor | hit rate 0.57% among 56,000 | activation, % at 9.5 µM | S1P1 CRE-bla cells, forskolin, beta-lactamase FRET, potentiator mode; S1P1 agonist co-added at EC20, 2 nM; 100% = saturating reference agonist, 0% = basal;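 active means activation above a cutoff set at the mean activation of all tested compounds plus 3 SD, cut at about 54% in these data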;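 further: forskolin at 4 µM as EC80 and the EC20 agonist is SEW2871; 100% = SEW2871 at its EC100 plus forskolin at EC80; some compounds past the cut are filed as inactive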
# Target sequence (P21453 whole entry, looked up): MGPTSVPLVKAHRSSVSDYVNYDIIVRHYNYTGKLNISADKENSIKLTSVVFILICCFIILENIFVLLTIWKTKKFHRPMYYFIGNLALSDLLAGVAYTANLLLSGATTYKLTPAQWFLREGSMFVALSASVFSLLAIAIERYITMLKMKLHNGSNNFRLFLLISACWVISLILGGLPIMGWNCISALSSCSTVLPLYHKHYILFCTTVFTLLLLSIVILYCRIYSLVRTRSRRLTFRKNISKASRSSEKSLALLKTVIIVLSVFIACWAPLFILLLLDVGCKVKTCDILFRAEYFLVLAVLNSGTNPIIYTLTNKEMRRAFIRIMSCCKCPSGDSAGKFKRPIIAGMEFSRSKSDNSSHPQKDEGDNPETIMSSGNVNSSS
# M1 ag: agonists of M1 muscarinic receptor; CHO-M1 cells, Fluo-4 calcium fluorescence, agonist mode; active compounds read high; B-score at 10 µM; hit rate 3% among 64,000; AID 626;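 active means fluorescence rise, raw or as B-score row- and column-corrected plate score, outside the 99.7% band of its plate's samples, either direction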
# M1 antagonist: M1 muscarinic receptor (rat) antagonism. P08482. hit rate 3.4% among 64,000. CHO-M1 cells, Fluo-4 calcium, ACh EC80 antagonist mode; active compounds read low. B-score at 10 µM;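 active means calcium fluorescence response, raw or row-and-column corrected B-score, differing from the plate sample mean either way at a set confidence level, mostly lower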
# 5HT1E antag: blocks the human 5-HT1E serotonin receptor | P28566 | CHO 5-HT1E Ga15 NFAT-bla reporter, FRET, antagonist | inhibition, % at 6 µM | hit rate 0.99% among 65,000 | AID 571;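 active means inhibition above a set limit, the mean inhibition across every tested compound plus 3 SD, cut at about 29% in these data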;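 further: signal is the 460 over 535 nm emission ratio of beta-lactamase substrate; 0% = agonist plus DMSO wells and 100% = wells without agonist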
# HTR1A agonist: 5-HT1a (human) receptor agonism | AID 567 | activation, % at 10 µM | CHO 5-HT1a Ga15 NFAT-bla reporter, FRET ratio; 0% basal, 100% maximal reference agonist | P08908 | hit rate 0.56% among 65,000;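 active means activation above the screen-wide mean activation plus 3 SD, cut at about 19% in these data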;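 further: 0% = DMSO wells and 100% = 5-CT at EC100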
# Target sequence (P08908 whole entry, looked up): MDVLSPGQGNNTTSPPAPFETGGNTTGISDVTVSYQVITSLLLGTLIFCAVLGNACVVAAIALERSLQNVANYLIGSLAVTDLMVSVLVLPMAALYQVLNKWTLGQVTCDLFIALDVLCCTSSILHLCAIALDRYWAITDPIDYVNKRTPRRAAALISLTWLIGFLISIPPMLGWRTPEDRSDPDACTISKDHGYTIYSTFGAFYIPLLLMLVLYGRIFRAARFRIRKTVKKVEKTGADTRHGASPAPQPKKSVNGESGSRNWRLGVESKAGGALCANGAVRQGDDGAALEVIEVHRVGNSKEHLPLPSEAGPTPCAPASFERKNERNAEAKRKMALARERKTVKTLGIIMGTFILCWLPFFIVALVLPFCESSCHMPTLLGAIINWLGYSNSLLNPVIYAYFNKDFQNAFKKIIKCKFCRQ
# 5-HT1A blocker: antagonists of human 5-HT1a serotonin receptor. CHO 5-HT1a Ga15 NFAT-bla reporter, antagonist mode. AID 612. hit rate 0.68% among 62,000. P08908. inhibition, % at 10 µM;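 active means inhibition above the mean of all tested compounds plus 3 SD, cut at about 43% in these data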;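 further: receptor stimulated by 5-CT agonist at 100 nM near EC80; beta-lactamase reporter measured by ratiometric fluorescence of a cleavable substrate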
# S1P3 agonist: agonists of human S1P3 receptor; activation, % at 4.5 µM; hit rate 0.1% among 60,000; AID 373; S1P3 NFAT-BLA reporter cells, agonism, FRET ratio; relative to 1 µM S1P, basal subtracted;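 active means activation above the screen-wide mean plus 3 SD, cut at about 4.5% in these data, passing the limit was not always enough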; further: some compounds called inactive have numbers as strong as hits
#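 Assay system: CHO cells stably expressing human S1P3, Gα16 and NFAT-β-lactamase reporter. Timing: overnight plating, 4 h compound 37 °C, 2 h substrate RT. Signal: β-lactamase FRET emission ratio 460/535 nm. Measure: percent activation versus median 1 µM S1P response, basal-subtracted, per plate. Repeats: primary screen single test, confirmation screen in triplicate.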
# 5HT1E ag: agonists of human 5-HT1E serotonin receptor; activation, % at 6 µM; CHO 5-HT1E Ga15 NFAT-bla reporter, FRET; 0% DMSO wells, 100% control agonist wells; P28566; hit rate 0.69% among 65,000; AID 574;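 active means activation above a set limit, the screen-wide mean activation plus 3 SD, cut at about 8.5% in these data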;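 further: 100% = positive control agonist at 1 µM giving full maximal response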
# * hit, by the source's call; · = no result given.
SMILES,Jurkat viability,S1P1 ag-PAM,M1 ag,M1 antagonist,5HT1E antag,HTR1A agonist,5-HT1A blocker,S1P3 agonist,5HT1E ag
CCCS(=O)(=O)N1CCCC(C(=O)NCCCN2CCN(c3ccccc3F)CC2)C1 (configuration not stated),0,-26,-0.16,0.057,0,-1.2,6,-0.6,0.9
Cc1ccc(CC2CC(=O)N(Cc3ccco3)C2=O)cc1 (configuration not stated),2,4,-0.25,0.49,14,-2.8,-2,-2.2,0.6
Cc1cc(N)c(NC2=CC(=O)CC(C)(C)C2)cc1C,2,-16,-0.56,-0.072,-1,-2.6,22,-0.4,-0.7
CCCOC(=O)c1ccc(OCC(O)Cn2c(C)nc3ccccc32)cc1 (configuration not stated),20,95*,5.7*,-0.29,-1,2.2,1,-1.2,1.7
CCc1c(C)n([O-])c2c([n+]1=O)CCCCC2,-6,-24,0.02,-0.1,4,-0.6,1,-2.3,-0.2
Cc1sc2ncnc(SCC(=O)NC(=O)NCc3ccco3)c2c1C,10,-28,2e-05,0.42,28,98*,27,-0.5,-0.1
Cc1cccc(N2CCN(C(=O)CCCOc3ccccc3)CC2)c1C,-5,·,-0.12,-0.54,-9,-2.1,36,-0.2,0.4
CN(C)CCCOC(=O)c1ccc(Cl)cc1,4,-2,-0.34,-1.8,3,1.1,-6,-1.0,-0.7
CC(C)CCN(C(=O)CNC(=O)c1ccco1)C(C(=O)NC1CCCCC1)c1ccco1 (configuration not stated),-14,-16,-0.5,1.5,-5,-3.9,12,0.9,0.0
CCn1c(COc2ccccc2)nnc1SCC(=O)C(C)(C)C,4,1,-0.53,1.2,-1,-1.8,5,-1.1,0.7
O=C(Nc1ccccc1F)NC1CCN(Cc2nnnn2Cc2ccc(F)cc2)CC1,0,14,-0.22,-0.077,6,2.1,2,0.4,-0.1
O=C(c1ccc(-c2ccccc2)cc1)N1CCN(Cc2ccccn2)CC1,-2,-22,0.24,-0.42,0,-2.0,8,-1.0,-0.2
COc1ccc(CN2CCN(S(=O)(=O)c3ccc(F)cc3)CC2)cc1OC,1,2,0.52,0.42,0,0.6,3,-0.9,0.0
O=C(NCC(=O)N(c1ccc2c(c1)OCO2)C(C(=O)NC1CCCC1)c1cccs1)c1ccco1 (configuration not stated),-2,-1,-0.016,-0.48,4,-5.2,18,0.3,1.6
CCOc1ccccc1C(=O)NCCC(=O)O,5,-7,-0.19,0.65,4,-0.5,13,-1.0,-0.1
CCOc1ccc(N(CC(=O)N2CC=C(c3ccccc3)CC2)S(=O)(=O)c2c(C)noc2C)cc1,-9,16,0.77,-0.48,7,2.1,10,-1.1,-1.8
CN(C)c1nc(SCC#N)nc(N(C)C)n1,-1,-3,-1.6,0.091,4,-4.0,5,0.0,0.4
CN(C)c1ccc(N/C=C/C(=O)c2ccc(F)cc2)cc1,-2,25,-1,-0.007,4,-1.1,23,-0.8,-0.5
COc1ccc(CN(C2CCCC2)S(=O)(=O)c2ccc(-n3cnnn3)c(OC)c2)cc1OC,·,·,1.6,-0.17,10,-1.7,-4,·,0.0
COc1ccc(NC(=O)CCn2cccc2)cc1,3,-8,0.33,-2.3,-6,-1.6,6,-0.7,-1.0

# Single records, from the list above.
# COc1ccc(NC(=O)CCn2cccc2)cc1 is listed as Jurkat viability: 3; S1P1 ag-PAM: -8; M1 ag: 0.33; M1 antagonist: -2.3; 5HT1E antag: -6; HTR1A agonist: -1.6; 5-HT1A blocker: 6; S1P3 agonist: -0.7; 5HT1E ag: -1.0
# CN(C)c1ccc(N/C=C/C(=O)c2ccc(F)cc2)cc1 is listed as Jurkat viability: -2; S1P1 ag-PAM: 25; M1 ag: -1; M1 antagonist: -0.007; 5HT1E antag: 4; HTR1A agonist: -1.1; 5-HT1A blocker: 23; S1P3 agonist: -0.8; 5HT1E ag: -0.5

# Next compounds.
SMILES,Jurkat viability,S1P1 ag-PAM,M1 ag,M1 antagonist,5HT1E antag,HTR1A agonist,5-HT1A blocker,S1P3 agonist,5HT1E ag
CCOC(=O)COc1ccc(C2NC(C(=O)O)CS2)cc1 (configuration not stated),-3,-32,-0.0034,-0.2,-4,-5.5,-2,1.4,0.5
Cc1cccc(N2CCN(C(=O)c3cn(C)c(=O)c4c3c3ccccc3n4C)CC2)c1C,16,-26,-1.2,-1.4,-13,1.2,3,-1.0,2.2
CCOC(=O)C(C)Oc1cccc2c(=O)n(CC(=O)NCc3ccc4c(c3)OCO4)ccc12 (configuration not stated),87*,28,1.9,1,19,-3.1,21,-1.0,1.0
Cc1cccn2c(N)c(-c3ccccc3)nc12,1,15,0.085,-0.025,-12,1.2,10,-0.1,0.1
O=C1C(=O)N(Cc2cccnc2)C(c2ccccn2)/C1=C(/O)c1ccccc1 (configuration not stated),·,-2,0.24,0.078,0,0.4,·,-3.3,-0.2
COc1ccc(C2(C(N)=O)CCCCC2)cc1OC,-4,-31,-0.091,0.47,6,-1.0,-6,-0.4,0.4
N#Cc1cc2c(=O)n3ccccc3nc2n(CCN2CCOCC2)c1=O,-3,-36,-1.4,-1.5,-5,3.8,-5,-0.5,28*
O=C(NCCCN1CCc2ccccc2C1)C1CCN(S(=O)(=O)N2CCCC2)CC1,-8,6,-0.74,-0.29,-4,16,-6,-1.3,0.0
COc1ccc(CCNC(=O)c2ccc3c(c2)NC(=O)C(N2CCOCC2)S3)cc1OC (configuration not stated),2,-12,0.15,-1.5,-4,-2.9,-10,0.1,-0.4
CCOC(=O)C1CCN(C(=O)C2(NC(=O)Nc3ccccc3Cl)CCCCC2)CC1,-4,0,-0.12,0.00079,-5,1.1,3,0.3,0.0
Cc1sc2nc(SCC(=O)NCc3cccs3)[nH]c(=O)c2c1C,-2,-1,0.04,-0.78,-7,2.2,-12,0.7,0.6
Cc1nc2ccc(S(=O)(=O)Nc3ccccc3C)cc2s1,30*,·,-0.11,-0.033,6,-3.7,9,-0.6,-0.9
CC1(C)CC(=O)C(C=NC(CCC(N)=O)C(=O)O)=C(O)C1 (configuration not stated),7,1,0.24,1.7,-5,0.0,1,-0.9,-0.2
Cc1nn(Cc2ccccc2)c(C)c1NC(=O)CSc1nnc(-c2cc(Cl)ccc2O)n1C,17,15,-0.25,-0.4,-4,0.5,6,-0.4,-1.8
Cc1nnc2ccc(N3CCC4(CC3)OCCO4)nn12,10,1,0.92,0.00069,12,-4.2,-7,-0.5,-1.0
CCOC(=O)C1CCCN(C(=O)C2CCN(c3nnc(-n4cccc4)s3)CC2)C1 (configuration not stated),-4,-27,0.73,-0.15,-9,0.5,-9,-0.1,1.6
Cc1n[nH]c(C)c1S(=O)(=O)N1CCCC(C(=O)NCc2cccs2)C1 (configuration not stated),-4,3,-0.19,0.33,0,-1.6,0,0.4,-1.4
Brc1cccc(-c2nnc3n2CCCCC3)c1,-4,-7,-0.28,-0.21,5,-1.4,5,-2.3,0.2
O=C(c1cc2ccccc2o1)N1CCN(c2ccccc2Cl)CC1,-1,-12,-0.023,0.48,1,-0.4,-3,0.6,-0.4
CN1CC[n+]2c(CN3C(=O)c4ccccc4C3=O)csc21,4,-9,0.23,1.1,-9,-0.6,-6,-0.5,-0.5
COc1cc2cc3c(N)c(C(=O)NCc4ccco4)sc3nc2cc1OC,-1,9,4,-0.039,0,-0.1,6,-1.6,-0.3
Cc1ccc2c(c1)[nH]c1c(N3CCN(Cc4ccccc4)CC3)ncnc12,34*,133*,3.9*,-3.1*,9,-1.2,24,-2.3,0.8
C=CCOc1c(OC)cc(Cl)cc1C1NC(=O)NC(C)=C1C(C)=O (configuration not stated),5,·,0.052,0.2,6,-2.9,-1,-0.7,-1.3
CSc1nnc(-c2cnccn2)n1Cc1ccccc1,0,2,-0.77,0.46,5,-1.0,3,-0.3,1.0
O=C(CCN1C(=O)c2ccccc2S1(=O)=O)Nc1nc2c(s1)CCCC2,-10,10,-0.21,-0.33,0,-0.2,-6,-0.1,0.0
O=C(O)c1c(F)c(F)cc2ccccc12,-2,·,0.004,-0.47,1,0.8,-4,-0.7,0.8
COc1ccc(S(=O)(=O)N2CCN(CC(=O)Nc3cccc(F)c3)CC2)cc1,3,-22,-0.4,-0.39,18,-2.3,14,-0.5,-0.5
CCOc1ccc(N2CCCn3c2nc2c3c(=O)n(CCc3ccccc3)c(=O)n2C)cc1,·,·,0.035,0.14,4,2.2,-9,·,0.7
CCOC(=O)N1CCN(S(=O)(=O)c2ccc(F)c(C(=O)Nc3cc(C)cc(C)c3)c2)CC1,·,·,1,0.76,2,-0.7,-3,·,-0.8
COc1ccc(-c2ccc(OC)cc2C(=O)O)cc1,-4,-7,-0.58,0.62,-2,-3.1,-2,-1.1,-0.8
CCOC(=O)C(NC(=O)c1ccc(OC)cc1)(Nc1cc(C)on1)C(F)(F)F (configuration not stated),-8,0,0.014,-0.59,1,0.4,9,0.1,0.0
Cc1ccc(OCC(O)CN2C(=O)NC(C)(C)C2=O)cc1C (configuration not stated),-1,-16,-0.061,-0.031,-8,-1.7,1,0.7,-0.3
CCOc1ccc2noc3c2c1C(=O)c1ccccc1-3,-1,-61,397*,-9.6*,9,-3.8,28,-0.3,0.7
COCc1cc(=O)n2c(-c3ccccc3OC)n[nH]c2n1,·,·,0.64,0.78,-8,-1.2,-1,·,0.1
CC(C)(C)n1nnnc1C(c1cccc(C#N)c1)N1CCCc2ccccc21 (configuration not stated),9,3,0.088,0.037,9,-4.5,22,-1.5,-0.2
CC1=C(C)CC2C(=O)N(c3cccc4ccccc34)C(=O)C2C1 (configuration not stated),2,8,0.77,0.031,1,-1.4,24,-1.3,1.7
CCOc1ccc(Br)cc1S(=O)(=O)Nc1ccccc1N1CCOCC1,-2,-10,-0.016,-0.51,-8,-0.3,17,-0.1,-1.0
O=C(CSc1nccn1-c1ccc(F)cc1)NCc1ccc2c(c1)OCO2,-12,2,-0.76,-0.32,0,-0.2,-1,0.2,-1.1
Cc1nnc(SCC(=O)Nc2cccc(C(F)(F)F)c2)n1Cc1ccco1,-6,5,-0.63,0.019,-4,-0.7,-2,-0.2,-0.1
CCOC(=O)c1[nH]c(C)c(C(=O)N(C)C)c1C,-8,0,0.12,0.21,-2,-2.4,-1,-0.5,-0.7
CCOC(=O)c1sc(=S)n(-c2cccc(OC)c2)c1N,·,·,0.88,0.75,-8,-0.3,9,·,0.4
CCOc1cc(C(=O)Nc2cc(=O)n(C)c(=O)n2C)cc(OCC)c1OCC,-3,3,0.44,-0.0017,-5,-2.1,-4,-1.6,-0.7
COc1ccc2occ(C(=O)c3coc4ccc(O)c(CN(C)C)c34)c2c1,-2,5,-1.4,-0.74,-2,-0.1,10,-0.6,1.1
Cc1cc(C)c2c(C)nn(C3CCCCC3)c2n1,·,·,0.025,0.57,8,0.3,-1,·,-0.2
COC(=O)c1ccc(COC(=O)c2ccccn2)cc1,-3,-9,0.0032,0.53,-5,-0.3,-2,0.2,-0.6
O=C(NC1CCCCC1)C(c1ccco1)N(Cc1ccco1)C(=O)c1ccco1 (configuration not stated),-6,9,-0.33,0.65,-5,1.4,49*,-1.3,-0.7
O=c1cc(NCc2ccco2)c2ccccc2o1,·,·,0.41,-0.2,1,-3.5,14,·,-0.4
COc1ccc(-n2nnc3c(SCC(=O)N4CCN(c5ccccc5)CC4)ncnc32)cc1,-1,-6,-0.8,-0.12,3,-0.6,2,-1.4,-1.6

# Bioassay records deposited in PubChem by several laboratories.
